EPAC1 antag: EPAC1 (human) antagonism. EPAC1 GEF assay, Rap1b-BODIPY-GDP exchange fluorescence. Potency, µM (top dose mostly 115 µM), without a hit: top-dose activity change, negative = inhibition, hits mostly inhibitors. hit rate 0.14% among 360,000;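 also: plate controls were vehicle for no effect and positive control for full effect; nearly all actives have a fitted effect of over 50% in size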
Target sequence (O95398 whole entry, looked up): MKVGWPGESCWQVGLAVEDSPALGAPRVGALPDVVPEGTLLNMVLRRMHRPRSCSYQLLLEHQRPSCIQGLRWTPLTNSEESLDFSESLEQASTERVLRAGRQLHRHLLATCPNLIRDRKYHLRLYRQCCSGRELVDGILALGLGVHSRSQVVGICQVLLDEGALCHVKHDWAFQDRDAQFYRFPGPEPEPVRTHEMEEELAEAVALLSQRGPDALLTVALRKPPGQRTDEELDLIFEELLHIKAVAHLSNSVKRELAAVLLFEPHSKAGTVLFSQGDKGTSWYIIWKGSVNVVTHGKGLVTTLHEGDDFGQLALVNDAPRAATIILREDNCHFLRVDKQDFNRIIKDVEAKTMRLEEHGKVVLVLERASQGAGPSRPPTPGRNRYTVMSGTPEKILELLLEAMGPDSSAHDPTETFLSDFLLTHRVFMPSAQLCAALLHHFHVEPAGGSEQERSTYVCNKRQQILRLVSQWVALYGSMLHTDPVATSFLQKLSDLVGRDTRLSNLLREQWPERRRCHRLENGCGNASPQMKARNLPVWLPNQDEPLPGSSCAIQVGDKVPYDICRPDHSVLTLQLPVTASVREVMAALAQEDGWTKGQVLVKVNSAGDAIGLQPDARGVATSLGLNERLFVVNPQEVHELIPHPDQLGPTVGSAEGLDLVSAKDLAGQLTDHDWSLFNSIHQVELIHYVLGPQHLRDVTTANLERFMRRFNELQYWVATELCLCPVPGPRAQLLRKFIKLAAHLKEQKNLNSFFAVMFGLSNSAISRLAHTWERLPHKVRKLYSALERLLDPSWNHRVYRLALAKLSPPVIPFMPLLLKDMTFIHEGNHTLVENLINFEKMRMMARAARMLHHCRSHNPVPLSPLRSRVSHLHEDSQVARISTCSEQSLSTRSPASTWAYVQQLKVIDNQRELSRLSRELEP
PTHR1 agonist: PTHR1 (human) receptor agonism; Q03431; HEK293 GP2 PTHR1 cells, GloSensor cAMP luminescence, 1 h; Potency, µM (highest dose often 115 µM), inactives show at the highest dose activation, most hits filed as activators; hit rate 0.075% among 410,000; AID 743266; also: nearly all actives have a fitted effect of over 55% in size; some results filed as inactive show a strong effect at the top dose; inactives centre near -15; many of its hits are not listed in these tables
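HEK-293-derived GP2 cells expressing PTHR1 and a GloSensor cAMP reporter, 3,000/well, plated overnight, given luciferin plus IBMX (each 0.5 mM as added) for 1 h at 37 °C, then compound for 1 h at 37 °C. Luminescence was read after 15 min at room temperature.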
aSyn yeast inh: alpha-synuclein toxicity inhibition in yeast; Yeast expressing alpha-synuclein, growth rescue, BacTiter-Glo, 24 h; AID 652106; Potency, µM (top dose mostly 46.1 µM), inactives show top-dose growth rescue (activation), actives largely listed as activators; hit rate 0.14% among 370,000; also: % of control where 0% means no effect; nearly all actives have a fitted effect of over 65% in size
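Screening used galactose-induced yeast with toxic alpha-synuclein levels, exposed to compound for 24 hr at 30 deg C. Cell growth, read with BacTiter-Glo luminescence, gave the measured signal.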
EPAC2 agonist: agonists of human EPAC2 (RAPGEF4); EPAC2 activation, biochemical qHTS; response scale: 100% = 6.5 mM cAMP response; Potency, µM (doses to about 154 µM), inactives show at the highest dose activation, usual class: activators; hit rate 0.079% among 360,000; also: nearly all actives have a fitted effect of over 50% in size
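Nucleotide exchange monitored as fluorescence drop when BODIPY-GDP leaves Rap1B. Reaction: 100 nM EPAC2, 250 nM RAP1B-BODIPY-GDP, 50 uM GDP, room temperature, kinetic read over 30 min. Activity expressed relative to 6.5 mM cAMP.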
EPAC1 ag: activates human EPAC1 exchange factor; O95398; EPAC1 agonist qHTS, biochemical assay; response scale: 100% = response to 6.5 mM cAMP; Potency, µM (series often up to 154 µM), inactives show top-dose activation, actives largely listed as activators; hit rate 0.073% among 360,000; also: nearly all actives have a fitted effect of over 60% in size
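Normalized to 6.5 mM cAMP, activity reflects EPAC1-catalysed release of BODIPY-GDP from Rap1B, followed kinetically over 30 min at 480 nm excitation, 540 nm emission. Reaction contained 100 nM EPAC1, 250 nM Rap1B-BODIPY-GDP, 50 uM GDP.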
FUS yeast rescue: rescues growth of FUS-expressing yeast. S. cerevisiae FUS-expressing, growth rescue, OD600, 24 h. Potency, µM (titrated, usually from 76.6 µM), inactives show top-dose growth rescue (activation), actives largely listed as activators. hit rate 0.24% among 390,000. AID 1347120;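 also: plate controls were DMSO vehicle for no effect and reference control for full effect; nearly all actives have a fitted effect of over 55% in size; some results filed as inactive show a strong effect at the top dose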
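Toxicity suppression screen in FUS-yeast. Cells induced with 2% galactose, starting OD 0.005, treated 24hr at 30C with compounds at multiple final concentrations; growth by OD600.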
TDP43 rescue: TDP-43 toxicity inhibition in yeast. Potency, µM (highest dose often 46.1 µM), inactives show top-dose growth rescue (activation), usual class: activators. hit rate 1.8% among 410,000. AID 652104. TDP-43 expressing yeast growth rescue, BacTiter-Glo, 24 h; also: % of control where 0% means no effect; nearly all actives have a fitted effect of over 50% in size
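Luminescence from BacTiter-Glo reports growth of TDP-43-expressing yeast after 24 hr at 30 deg C with compound. Cells were raffinose-pregrown to mid-log, then seeded in galactose medium at OD600=0.02.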
EPAC2 antagonist: antagonists of human EPAC2. Potency, µM (doses to about 114 µM), for inactives: at the highest dose activity, negative = inhibition, most hits filed as inhibitors. AID 720708. EPAC2 GEF exchange of Rap1B-BODIPY-GDP, fluorescence. Q8WZA2. hit rate 0.18% among 360,000; also: % is scaled to controls: 0 for no effect and ±100 for the full control effect; nearly all actives have a fitted effect of over 45% in size; many of its hits are not listed in these tables
* = called active by the depositor; i = inactive; ? = inconclusive; . = no result given; [ ] = dose if it differs, or a comment. Calls follow the shape of the dose curve; as a rule, active = well fitted curve in the direction sought with a large enough effect; inconclusive = small, poorly fitted or top-dose-only effect, or another doubt; inactive = no such curve, though single readings can be large; an effect the other way counts as inactive or inconclusive. Potency is read from the fitted curve at half-maximal effect. Some of the compounds tested. The share of hits here may be higher or lower than overall.

Values run as follows: EPAC1 antag | PTHR1 agonist | aSyn yeast inh | EPAC2 agonist | EPAC1 ag | FUS yeast rescue | TDP43 rescue | EPAC2 antagonist
1. C[C@H](CO)N1C[C@H](C)[C@@H](CN(C)C)Oc2c(NS(=O)(=O)c3cccs3)cccc2C1=O
→ -16.1% | 0.0% | 0.1% | 1.2% | -7.7% | -6.5% | 24.0% | -23.3%
2. COc1ccc(N2CCN(C(=O)CNC(=O)c3cccc(Br)c3)CC2)cc1
→ 6.7% | -15.5% | 0.0% | 4.5% | 3.3% | -11.2% | 10.2% | 1.6%
3. CC(C)c1nnc(NC(=O)C2c3ccccc3Oc3ccccc32)s1
→ 8.2% | i | 3.7% | 10.2% | 13.1% | 0.4% | 2.8% | -5.7%
4. COCCN(CCOC)c1cc(C)c(C#N)c2nc3ccccc3n12
→ 2.4% | i | -6.2% | 15.5% | 16.9% | -8.2% | -2.9% | 11.0%
5. COc1ccc(N=CC2=C(O)CC(C)(C)CC2=O)cc1
→ -6.6% | -21.0% | 1.9% | -9.3% | 2.8% | 1.3% | ? | 7.5%
6. Cc1ccc(CNC(=O)CCc2nnc3ccc(NCCCN4CCCC4=O)nn23)cc1
→ 3.1% | -22.9% | ? | -4.3% | -1.9% | -9.9% | 13.3% | -0.4%
7. CN(Cc1ccccc1)C(=O)C1CCCN(c2ncnc3c2nc2n3CCCCC2)C1 (configuration not stated)
→ -24.5% | 15.3% | 4.5% | 2.0% | 13.1% | -5.2% | 7.1% | 7.6%
8. COc1ccc(C(=O)OCn2nnc3ccccc3c2=O)cc1
→ -2.6% | -24.5% | ? | -6.6% | 12.4% | 16.1% | 17.8µM* | 14.5%
9. COc1cccc(C(C(=O)NC2CCCC2)N(CC2CCCO2)C(=O)Cc2cccs2)c1 (configuration not stated)
→ 15.9% | i | 5.5% | -1.3% | 8.3% | 21.4% | -6.3% | -2.1%
10. CC1CC(OC(=O)C2CCN(S(=O)(=O)c3ccc(F)cc3)CC2)C(=O)O1 (configuration not stated)
→ -2.1% | i | -3.3% | 5.3% | 0.2% | 1.0% | -11.4% | 4.0%
11. O=C(CCN1C(=O)c2ccccc2C1=O)N1CCCCCC1
→ -5.1% | i | -7.8% | 5.1% | 12.7% | 16.8% | 22.4% | -3.5%
12. O=C(O)COc1ccccc1/C=N/NC(=O)c1cc(-c2ccc(Cl)cc2)nc2ccccc12
→ -27.0% | -4.9% | -1.1% | 11.2% | -0.9% | ? | -12.2% | -3.3%
13. O=C(NCc1ccc(Cl)cc1)c1cccc(S(=O)(=O)N2CCCC2)c1
→ -7.0% | ? | 3.3% | 11.3% | -1.9% | 4.9% | 21.0% | 3.1%
14. Cc1nc(CS(=O)(=O)c2ccc(Cl)cc2)cc(Sc2ccccc2Cl)n1
→ -6.4% | -25.4%[57.5 µM] | 19.0% | 6.2% | 7.4% | 22.0% | 35.5µM* | -0.9%
15. COC(=O)C1CCN(C(=O)COC(=O)c2cc(S(=O)(=O)N3CCOCC3)ccc2C)CC1
→ -14.3% | -13.3% | 3.0% | 2.8% | 1.2% | 3.7% | 15.7% | -1.1%

Reprinted at random: five entries already listed, in no set order.
Values run as follows: EPAC1 antag | PTHR1 agonist | aSyn yeast inh | EPAC2 agonist | EPAC1 ag | FUS yeast rescue | TDP43 rescue | EPAC2 antagonist
2. COc1ccc(N2CCN(C(=O)CNC(=O)c3cccc(Br)c3)CC2)cc1
→ 6.7% | -15.5% | 0.0% | 4.5% | 3.3% | -11.2% | 10.2% | 1.6%
13. O=C(NCc1ccc(Cl)cc1)c1cccc(S(=O)(=O)N2CCCC2)c1
→ -7.0% | ? | 3.3% | 11.3% | -1.9% | 4.9% | 21.0% | 3.1%
5. COc1ccc(N=CC2=C(O)CC(C)(C)CC2=O)cc1
→ -6.6% | -21.0% | 1.9% | -9.3% | 2.8% | 1.3% | ? | 7.5%
14. Cc1nc(CS(=O)(=O)c2ccc(Cl)cc2)cc(Sc2ccccc2Cl)n1
→ -6.4% | -25.4%[57.5 µM] | 19.0% | 6.2% | 7.4% | 22.0% | 35.5µM* | -0.9%
1. C[C@H](CO)N1C[C@H](C)[C@@H](CN(C)C)Oc2c(NS(=O)(=O)c3cccs3)cccc2C1=O
→ -16.1% | 0.0% | 0.1% | 1.2% | -7.7% | -6.5% | 24.0% | -23.3%

(more compounds)
Values run as follows: EPAC1 antag | PTHR1 agonist | aSyn yeast inh | EPAC2 agonist | EPAC1 ag | FUS yeast rescue | TDP43 rescue | EPAC2 antagonist
16. O=S(=O)(c1ccc(Cl)cc1)n1ccc2cccnc21
→ -16.5% | -0.6% | ? | 12.1% | 20.7% | 17.0% | 20.2% | -1.2%
17. CC(=O)O[C@]1(C(C)=O)CC[C@H]2[C@@H]3C=C(C)C4=CC(=O)CC[C@]4(C)[C@H]3CC[C@@]21C
→ 0.0% | -14.0% | -2.7% | 7.2% | -5.3% | 12.2% | 18.5% | 2.0%
18. COc1ccc(CNC(=O)C2CCC(=O)N(CC3CCCCC3)C2)cc1 (configuration not stated)
→ -6.7% | i | 3.0% | 4.0% | 9.6% | 14.2% | 9.5% | 5.9%
19. Cc1cc2c(C)nc(Cc3ccccc3)nc2o1
→ 0.7% | i | 2.3% | 2.5% | 2.1% | -22.1% | -10.6% | 7.7%
20. COCCCNc1nc2c(c(=O)n(Cc3cccc(Br)c3)c(=O)n2C)n1C
→ -11.0% | -21.1% | 11.1% | 1.8% | 4.0% | 14.2% | 15.1% | -11.7%
21. CNC(CC(=O)c1ccc([N+](=O)[O-])cc1)C(Cl)(Cl)Cl (configuration not stated)
→ -11.7% | -20.8% | -67.9%[inhibitor] | 3.1% | -2.3% | . | -91.4%[inhibitor] | -2.8%
22. Cc1cccc(C)c1Cn1c(C)c(C(=O)NCc2ccccc2C(F)(F)F)sc1=O
→ -21.3% | -30.9%[inhibitor] | 13.2% | 7.6% | -22.6% | ? | 8.2% | -16.2%
23. O=C(COC(=O)C1CCN(c2ccc(C(F)(F)F)cn2)CC1)NCc1ccccc1
→ ? | i | 0.5% | 1.2% | -1.6% | 8.5% | 22.4µM* | ?
24. Cc1ccc(NC(=O)CSc2nnc(-c3ccco3)o2)cc1
→ -0.9% | -8.3% | -0.4% | 3.3% | -7.2% | 18.3% | -19.5% | 22.7%
25. Cc1c(Cl)c(C(=O)NNC(=S)NCc2ccco2)nn1C
→ -3.6% | -7.0% | -6.2% | 8.1% | -0.2% | 13.9% | -0.6% | -3.1%
26. O=C(O)c1c[nH]c2c(C(F)(F)F)cccc2c1=O
→ 1.4% | -23.7%[57.5 µM] | -13.3% | 5.1% | -7.2% | 16.4% | -3.2% | 10.3%
27. CSc1cccc(NS(=O)(=O)c2cn(C)cn2)c1
→ -8.5% | i | 3.5% | 4.8% | 3.4% | -23.8% | 10.2% | -0.7%
28. CCOc1ccc(NC(=O)CCC(=O)NNC(=O)Nc2cccc(Cl)c2)cc1
→ -11.3% | 10.3% | 3.5% | 7.0% | 1.4% | -28.6% | 19.2% | 0.7%
29. CCOC(=O)Cn1c(=O)n(C2CCCC2)c(=O)c2ccccc21
→ 4.3% | -18.5% | 0.7% | -14.1% | -4.2% | -2.4% | ? | 2.6%
30. CCc1ccc(-n2c(SCC(=O)N3CCC(C(=O)O)CC3)nnc2-c2ccncc2)cc1
→ -16.4% | -23.5% | -4.5% | 10.1% | 6.3% | 15.2% | -3.9% | -1.3%
31. COc1cc(CNc2ccc3[nH]c(=O)[nH]c3c2)cc(Cl)c1OCC(=O)NC(C)(C)C
→ -18.2% | -6.1%[57.5 µM] | -6.7% | 3.9% | 4.2% | ? | -18.7% | -15.8%
32. Cc1[nH]c2ccccc2c1/C=N/NC(=O)c1cc(C(C)(C)C)[nH]n1
→ -3.5% | -43.5%[inhibitor] | -6.4% | 9.0% | -4.8% | 24.9% | -2.0% | -9.0%
33. Oc1ccc(N2CCN(Cc3nc4ccccc4[nH]3)CC2)cc1
→ ? | i | -3.4% | 7.1% | 7.0% | 27.3% | -7.7% | -3.9%
34. O=C(N[C@H](CO)Cc1ccccc1)[C@H]1O[C@@H](n2ccc(=O)[nH]c2=O)[C@H](O)[C@@H]1O
→ 1.0% | -2.7% | -4.1% | 10.7% | -14.9% | -28.1% | 23.4% | -22.4%
35. COC(=O)[C@@H]1Cc2c([nH]c3ccccc23)C(C)N1C(=O)c1ccccc1 (some centres not stated)
→ -6.2% | -36.0%[inhibitor] | 8.5% | -4.6% | -4.3% | 0.9% | ? | ?
36. O=C(Nc1cccc(Cl)c1)c1ccc2sc([C@@H]3O[C@H](CO)[C@H](O)[C@H](O)[C@H]3O)nc2c1
→ -1.8% | -14.0% | -6.7% | 1.4% | -3.0% | -11.7% | 9.5% | 4.8%
37. COc1ccc(Nc2nc3ccc(C)cc3cc2C#N)c(OC)c1
→ 0.9% | -10.7% | -2.6% | 3.2% | -8.6% | . | -24.8% | 4.3%
38. O=C(COc1ccc(C(=O)c2ccccc2)cc1)NCC(=O)Nc1ccccc1Br
→ 2.3% | i | 4.5% | 6.7% | 7.1% | -3.3% | 1.9% | 4.1%[57.1 µM]
39. Cc1ccc(NC(=O)c2ccco2)c(NC(=O)COc2ccccc2)c1
→ -5.4% | -10.9% | -5.5% | 4.7% | 2.9% | -11.8% | 1.5% | 6.5%
40. CCN1CCN(C(c2cccs2)C(C)NC(=O)c2ccccc2)CC1 (configuration not stated)
→ 11.0% | i | -0.6% | 15.6% | -0.9% | -14.2% | 0.0% | 4.5%
41. Cc1c(C(=O)Nc2ccc(F)cc2)nnn1-c1cccc(C(F)(F)F)c1
→ -12.9% | -88.9%[inhibitor] | 4.8% | 7.1% | 2.4% | -7.3% | ? | -3.9%
42. COCCCNc1ccn2nc(-c3ccc(OCCN4CCOCC4)cc3)cc2n1
→ -0.4% | -23.0% | -2.1% | 8.5% | 0.6% | -8.4% | 14.6% | 16.9%
43. COc1cc(C(=O)NCC(c2cccnc2)N2CCN(c3ccccc3)CC2)cc(OC)c1OC (configuration not stated)
→ -20.5% | i | 0.3% | -1.8% | 3.0% | -0.3% | -18.5% | 33.4%[activator]
44. Cc1ccc(OCc2cc(C(=O)N3CC4C[C@@H]5CC3C[C@H](C4)C5)no2)cc1C
→ 2.9% | -23.4% | 4.1% | 7.9% | 10.8% | . | -15.3% | -6.2%
45. C=CCC(=O)OCCCCCCOc1ccc(C(=O)O)cc1
→ 0.5% | i | 5.4% | -17.4% | -3.8% | 26.0% | 0.0% | -6.1%
46. COc1ccc(/C=N/Nc2c(Cl)cc(Cl)cc2Cl)cc1CN1CCOCC1
→ -25.1% | i | -0.9% | 17.1% | 13.8% | 27.5% | -7.8% | -9.9%
47. Nc1ccnc(Oc2ccc(F)cc2)c1
→ -12.2% | i | -5.9% | 5.8% | 9.9% | 14.8% | 8.8% | 0.0%
